Screening data from PubChem.
UBC9 SUMO inh: blocks human SUMOylation mediated by UBC9; HTRF SUMOylation assay, SAE1/SAE2 + UBC9, in vitro; inhibition, % at 35 µM; hit rate 0.36% among 290,000; in the data active = inhibition above about 50%, passing the limit was not always enough; note: strong numbers were not always called active
MEKK2mut PB1 HTS: signal of MEK5 binding to mutant human MEKK2 PB1 domain; hit rate 0.35% among 290,000; percent response, % at 10 µM; bead flow cytometry, Alexa488-MEK5 binding to MEKK2 mutant; in the data active = percent response above about 24%, passing the limit was not always enough; note: inactives centre near 1; some results filed as inactive read as strong as hits; reference of the scale not given here
IDE inh: cellular human IDE inhibition. P14735. HEK cells, FAbetaB cleavage, fluorescence polarization. inhibition, % at 5.59 µM. hit rate 0.41% among 320,000. AID 434962;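 active = percent inhibition above the average of all tested compounds plus 3 SD, set per screening campaign, cut at about 16% in these data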;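 note: IDE supplied by intact live HEK cells; FP after avidin binding of uncleaved biotin substrate so inhibition keeps polarization high; 0% = DMSO wells and 100% = 60 µM reference IDE inhibitor Ii1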
Target sequence (P14735 whole entry, looked up): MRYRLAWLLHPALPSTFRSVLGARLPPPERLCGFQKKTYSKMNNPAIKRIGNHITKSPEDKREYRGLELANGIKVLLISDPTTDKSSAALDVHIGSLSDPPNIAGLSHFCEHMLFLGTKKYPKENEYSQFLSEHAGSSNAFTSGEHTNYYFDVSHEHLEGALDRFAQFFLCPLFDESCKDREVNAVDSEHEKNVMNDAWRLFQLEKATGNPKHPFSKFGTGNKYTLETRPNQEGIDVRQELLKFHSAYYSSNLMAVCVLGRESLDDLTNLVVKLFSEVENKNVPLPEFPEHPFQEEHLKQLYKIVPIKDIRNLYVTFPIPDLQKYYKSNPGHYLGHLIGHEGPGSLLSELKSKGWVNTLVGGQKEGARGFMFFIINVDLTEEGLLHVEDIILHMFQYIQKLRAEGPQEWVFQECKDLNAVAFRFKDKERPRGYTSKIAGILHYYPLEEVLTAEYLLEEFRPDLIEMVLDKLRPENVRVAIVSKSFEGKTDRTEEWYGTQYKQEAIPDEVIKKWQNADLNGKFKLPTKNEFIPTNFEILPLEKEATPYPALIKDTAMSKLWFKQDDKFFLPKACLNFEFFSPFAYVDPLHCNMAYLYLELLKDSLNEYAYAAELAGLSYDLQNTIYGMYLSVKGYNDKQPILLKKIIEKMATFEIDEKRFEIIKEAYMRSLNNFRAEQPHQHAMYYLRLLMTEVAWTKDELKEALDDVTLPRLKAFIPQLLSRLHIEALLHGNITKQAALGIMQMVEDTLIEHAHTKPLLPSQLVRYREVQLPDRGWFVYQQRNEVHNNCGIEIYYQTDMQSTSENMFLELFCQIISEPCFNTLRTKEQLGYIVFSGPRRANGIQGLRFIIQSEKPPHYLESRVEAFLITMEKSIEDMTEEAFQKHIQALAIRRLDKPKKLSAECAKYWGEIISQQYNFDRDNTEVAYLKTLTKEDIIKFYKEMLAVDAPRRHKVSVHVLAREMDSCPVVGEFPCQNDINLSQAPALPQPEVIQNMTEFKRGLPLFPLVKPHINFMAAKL
MEKK2wt PB1 HTS: raises or lowers MEK5 binding to wildtype human MEKK2 PB1 domain; bead flow cytometry, Alexa488-MEK5 binding to MEKK2 WT; actives lie on both sides; Q9Y2U5; hit rate 1.1% among 290,000; AID 1531; binding response (% of control), % at 10 µM; in the data active = binding response below about 67% or above about 130%
IDE act: IDE (human) activation, cell-based; P14735; HEK cells, FAbeta-B cleavage, fluorescence polarization; 0% vehicle, 100% cell-free pure enzyme wells; activation, % at 5.96 µM; hit rate 0.073% among 340,000; AID 493087;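 active = activation above the mean of all tested compounds plus 3 SD, set per screening campaign, cut at about 17% in these data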
p-CIP stab down: p/CIP protein destabilization; hit rate 0.01% among 290,000; Q05BA5; F442A p/CIP-EGFP cells, EGFP fluorescence, 16 h; decrease of EGFP signal, % at 10 µM;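 active = EGFP signal decrease of at least 30% at 10 µM or well 3 SD below plate mean, unless failing retest; inactive = the rest, including hits failing retest or dose response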; note: some compounds called inactive have numbers as strong as hits; many of its hits are not listed in these tables
NALP1 yeast inh: inhibitors of NALP1 inflammasome in yeast; S. cerevisiae NALP1/ASC/caspase-1 growth, X-gal OD620, 72 h; inhibition, % at 10 µM; hit rate 0.61% among 280,000; AID 2071; in the data active = inhibition mostly above about 24%, no sharp cut-off; inactive = mostly below about 32%; note: some compounds called inactive have numbers as strong as hits
MEKK3 PB1 HTS: modulators (inhibitors or enhancers) of MEK5 binding to human MEKK3 PB1 domain; Q99759; bead-based flow cytometry, Alexa488-MEK5 binding to MEKK3; actives lie on both sides; 0 = blocked by unlabeled MEK5, 100 = vehicle; binding response (% of control), % at 10 µM; hit rate 1.4% among 290,000;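 active = binding response more than 3 SD above or below the average of its plate-row segment, actives on both sides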;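 note: Alexa488 bead fluorescence after subtracting the streptavidin-only scavenger bead signal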
PfM18AAP inh: PfM18AAP enzyme inhibition; hit rate 1.2% among 290,000; AID 1822; inhibition, % at 7.35 µM; recombinant PfM18AAP, H-Glu-NHMec fluorogenic cleavage;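 active = inhibition above the campaign mean inhibition over all tested compounds plus 3 SD, cut at about 28% in these data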;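 note: 0% = plate median of test compound wells and 100% = 2 mM ZnCl2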
* marks the source's active call; other numbers are inactive results; . = no result given; [ ] = remark or other dose.

Sequence of screens – p-CIP stab down	MEKK2mut PB1 HTS	MEKK2wt PB1 HTS	MEKK3 PB1 HTS	NALP1 yeast inh	IDE act	IDE inh	PfM18AAP inh	UBC9 SUMO inh
O=C(Nc1cccc2c1[nH]c1ccccc12)C(F)(F)F
→ 12	2	93	84	11	2	-4	0	1
COc1ccccc1-c1nnc(NC(=O)c2ccc3c(c2)OCO3)s1
→ -1	-16	82	83	-3	-3	-3	9	15
CNc1nc(OC)nc(N2CCOCC2)n1
→ -10	3	105	100	32	2	1	8	-4
CN1C[C@@H]2C(c3ccccc3)C3(c4ccccc4)CC2(C3)[C@H]1c1ccccc1 (stereo not given in full)
→ 3	11	107	108	.	3	-2	.	-20
O=C(CSc1nnc(-c2ccccc2)n1Cc1ccccc1)N1CCCC1
→ 1	2	103	102	-8	0	1	-11	-8
Cc1[nH]c2ccc(C(=O)OCCN(C)C)cc2c1C
→ 9	-1	108	105	28	4	-2	0	9
Cc1cc(NC(=O)c2cncc(Br)c2)n(-c2ccccn2)n1
→ -4	.	.	.	6	3	.	2	5
CCOC(=O)CSc1nc(CC)nc2ccccc12
→ 2	-4	93	92	-10	0	-5	-1	-29
CC(NCC(=O)NCCc1ccc(S(N)(=O)=O)cc1)c1ccc(F)cc1 (stereo not given)
→ -12	-3	102	100	13	2	3	0	5
CCCNC(=O)N1C2=NC(C(=O)OC)=C(C(=O)OC)[C@@H]3N(Cc4ccccc4)c4ccccc4[C@]23C[C@H]1CO
→ .	-3	91	87	.	2	4	.	.
COc1cccc(NC(=O)c2ccc3c(O)c(S(=O)(=O)c4ccccc4)c(=O)[nH]c3c2)c1
→ -5	0	101	105	22	-5	2	-7	20
CC(C)c1ccc(SCc2noc(C(=O)NCC3CCCO3)c2C(=O)O)cc1 (stereo not given)
→ -11	6	106	103	11	7	1	4	-16
Cc1ccccc1-n1c(SCc2ccccn2)nc2n[nH]c(C)c2c1=N
→ -6	3	108	102	24	0	6	3	-4
COC(=O)C[C@H]1c2cc(C(F)(F)F)ccc2S(=O)(=O)N1c1ccc(N(C)C)cc1
→ .	-4	95	101	.	5	-2	.	.
CC1=NNC(=O)C1CC(=O)N/N=C/c1sccc1C (stereo not given)
→ 4	-8	91	97	.	.	-2	0	-14
COc1ccccc1N1C(=O)C2C(C(=O)c3ccccc3)=NN(c3ccc(Br)cc3)C2C1=O (stereo not given)
→ -18	-6	81	99	.	.	3	-8	36
CC(=O)Nc1cc(C(F)(F)F)ccc1N1CCOCC1
→ -28	6	98	97	8	-4	6	2	18
O=C(NCCOc1ccccc1F)C1CCC(=O)N(CC2CCCCC2)C1 (stereo not given)
→ -2	6	104	105	21	3	.	-5	3
CCOc1ccc(-n2cnc3sc(C)c(C)c3c2=O)cc1
→ 2	3	106	100	15	-1	1	-7	0
COc1cccc2c1Oc1ncccc1N(C(=O)CCC(=O)NCc1ccc(C)cc1)C2
→ 5	2	100	101	10	8	3	-4	4
Cc1cc(C(=O)COC(=O)c2ccc(O)cc2)c(C)n1CC1COc2ccccc2O1 (stereo not given)
→ 2	-2	102	102	32	11	3	-13	0
COc1cc(OC)c(C2C(C(=O)N3CCOCC3)=C(C)NC3=C2C(=O)CC(C)(C)C3)cc1OC (stereo not given)
→ -1	4	99	104	21	0	-2	-8	2
NNC(=O)c1cc2c(s1)CCCCCC2
→ 3	-11	98	100	31	6	10	4	3
COc1cccc(NC(=O)CSc2nc3ncc(Br)cc3[nH]2)c1
→ -1	-5	96	98	12	0	9	0	-33
COc1ccc(C(=O)N/C(=C\c2cn(S(=O)(=O)N(C)C)c3ccccc23)C(=O)NC(C)C)cc1
→ 8	-6	93	94	11	5	-1	-5	-14
CC(C)C(=O)N1CCN(c2nc(-c3ccccc3)c3c(c2C#N)CC(C)(C)OC3)CC1
→ 3	-3	98	94	-24	3	3	-12	18
COc1ccc(C(C)=O)cc1Cn1cnc2c(cnn2C)c1=O
→ -18	-19	95	90	14	6	2	-9	19
CSCCC(NC(=O)COc1ccccc1)C(=O)OCC(=O)c1cc2ccccc2o1 (stereo not given)
→ -3	-6	92	93	-10	3	3	-64	10
Cc1[nH]n(-c2ccccc2)c(=O)c1/C=N/c1ccccn1
→ 6	-7	94	85	5	3	0	1	-18
COc1ccc(NC(=O)c2c(C)noc2-c2snnc2C)cc1
→ -4	3	100	99	18	-1	2	-5	17
O=C(Nc1cnccn1)c1ccncc1
→ -4	0	100	100	31	5	1	0	8
O=Nc1c(-c2cccc([N+](=O)[O-])c2)nc2ncccn12
→ -1	-3	89	91	10	.	7	11	-5
COc1ccc(C(=O)NCCOC(C)C)cc1OC1CCN(C(C)=O)CC1
→ -8	6	109	103	-16	-4	-1	1	-5
COc1cccc(C2(O)CCN(C(=O)c3cccs3)CC2)c1
→ -2	3	109	102	12	3	-5	-3	-14
COC(=O)c1cc(S(=O)(=O)NCC2CCN(Cc3ccc(F)cc3)CC2)cn1C
→ 4	4	108	102	22	6	-1	-3	6
COc1cccc(CNC(=O)C2CCN(S(=O)(=O)c3ccc(-n4cnnn4)cc3)CC2)c1
→ -16	16	114	105	-3	1	3	-4	12
O=C(Nc1ccccc1)c1cccc(S(=O)(=O)Nc2ccccn2)c1
→ 2	-1	91	75*[inhibitor]	23	-3	0	-3	9
Cc1cccc(N(CC(=O)N2CCN(C)CC2)S(=O)(=O)c2ccccc2)c1
→ -8	1	100	110	9	3	5	-6	-11
COc1ccc(/C=C2\Sc3ccc(C(=O)N4CCOCC4)cc3N(C)C2=O)cc1
→ -2	8	103	100	9	5	-2	1	10
CC(=O)N(CCC(Cc1ccccc1)c1ccc2c(c1)OCO2)Cc1ccccc1F (stereo not given)
→ -16	.	.	.	2	6	3	2	-11
O=C(Nc1ccc(F)cc1)C(c1ccccc1)N1CCN(S(=O)(=O)c2c(F)cccc2F)CC1 (stereo not given)
→ -9	-2	102	101	35	3	3	2	7
C/C(=N\Nc1cc(-c2ccccc2)nc(-c2ccc(Br)cc2)n1)c1cccc(N)c1
→ .	3	104	97	.	9	0	0	.
COC(=O)COc1ccc2c(c1)O/C(=C\c1ccco1)C2=O
→ -2	5	108	106	9	-1	4	12	15
O=C1COc2ccc(S(=O)(=O)N3CCN(c4ccccc4F)CC3)cc2N1
→ -1	0	94	97	-31	5	4	4	-2
COc1ccc(COC(=O)NC2CCN(S(=O)(=O)c3ccc(OC)cc3)CC2)cc1
→ -10	-3	95	96	-9	3	-1	1	6
Cc1ccc(S(=O)(=O)NC(C)C(=O)Nc2ccc3c(c2)OCO3)cc1 (stereo not given)
→ -4	-2	92	96	9	-2	7	12	-6
S=C(NCCNC(=S)Nc1ccccc1Cl)Nc1ccccc1Cl
→ -6	1	104	104	15	1	-4	-5	4
c1cnc(N2CC[N+]3(CCCC3)CC2)nc1
→ -11	0	97	97	5	0	-4	5	6
CC1=C(C)CC2(SC1)C(=O)N(c1ccccc1)N=C2N (stereo not given)
→ -8	-16	89	98	8	-3	2	14	6
COc1ccc(C(=O)NCCN2CCN(C(=O)c3ccc(OC)c(OC)c3)CC2)cc1OC
→ -7	2	99	101	9	0	2	7	8

Next records
Sequence of screens – p-CIP stab down	MEKK2mut PB1 HTS	MEKK2wt PB1 HTS	MEKK3 PB1 HTS	NALP1 yeast inh	IDE act	IDE inh	PfM18AAP inh	UBC9 SUMO inh
CCOC(=O)c1cc(NC(=O)Nc2ccccc2OC)c(C)nc1C
→ -1	5	113	108	3	1	10	-11	10
COc1ccc(OC)c(NC(=O)c2ccc3c(c2)C(=O)N(CC2CCCO2)C3=O)c1 (stereo not given)
→ 0	-5	97	100	8	3	0	-2	-5
c1coc(CNc2c3c(nc4ncnn24)CCCC3)c1
→ 3	8	102	99	-2	2	-2	-6	5
COC(=O)c1ccc(CNC(=O)COC(=O)CCC2CCCC2)cc1
→ -6	22	109	105	27	3	-6	3	7
O=C(NCc1ccc2[nH]c3c(c2c1)CCCC3)N1CCOCC1
→ -2	3	104	102	-8	.	5	4	37
CC(C)Sc1nc2c(c(=O)n(C)c(=O)n2C)n1C
→ -7	-2	95	97	0	2	5	-7	20
CCCC1(CCC)C(=O)NC(=NCCc2ccc(OC)c(OC)c2)NC1=O
→ 3	-2	96	97	19	-3	2	-4	2
Cc1ccc(C(=O)O)cc1NC(=S)NC(=O)c1ccc(COc2ccccc2)cc1
→ -8	2	98	96	12	2	2	0	7
Cc1nn(CC(=O)Nc2ccc3c(c2)nc(CCN2CCCCC2)n3C)c(=O)c2ccccc12
→ -2	-4	82	68	12	-1	0	-10	4
CCn1c(SCC(=O)OCc2ccccc2)nc2c1c(=O)n(C)c(=O)n2C
→ -5	3	102	99	20	3	1	-4	8
C=CCn1c(COc2ccc(F)cc2)nnc1SCC(=O)c1c[nH]c2c(CC)cccc12
→ 4	11	99	95	24	0	-1	-3	20
C=CCOc1ccc(C(=O)c2ccccc2)c(OCC(=O)NC2(C#N)CCCC2)c1
→ -13	-1	95	98	0	2	-18	4	4
COc1ccccc1CNC(=O)Cn1cc([N+](=O)[O-])ccc1=O
→ 11	3	107	101	1	-1	1	1	8
Cc1nn(-c2cc(Cl)ccc2N)c(=O)c2ccccc12
→ -11	-3	87	89	40	0	-1	2	24
O=C(O)CCCC(=O)N1CCc2cc(S(=O)(=O)N3CCc4ccccc43)ccc21
→ -2	9	116	110	3	-13	10	-6	16
Cc1nc(NC(=O)COC(=O)C2=NNC(=O)CC2)c(Cl)cc1Cl
→ 0	-12	95	102	17	6	4	-1	4
Cc1ccc(/C=N/NC(=O)c2ccoc2C)o1
→ 1	1	110	130*	21	2	1	-4	-22
CC(=O)c1cc2c(cc1NC(=O)CN1CCN(c3ccc(F)cc3)CC1)OCO2
→ -16	3	104	102	4	6	8	3	-5
COc1ccccc1-n1cnc2cc(NCc3ccccc3O)ccc21
→ 3	0	96	100	0	7	9	5	10
COc1cccc(C(=O)N2CCn3c2nc2ccccc23)c1
→ 0	-1	96	95	0	5	-2	1	4
O=C(Cn1cccc1)NCc1cccs1
→ 2	9	103	104	4	1	-4	-4	3
CCc1ccc(NC(=O)NC2CCCCCCC2)cc1
→ -7	-6	87	95	1	3	.	2	-23
O=[N+]([O-])c1ccc(-c2cnc(SCc3ccccc3Cl)[nH]2)cc1
→ -16	12	98	103	12	5	-6	8	-10
COc1ccc(CNC(=O)C(C)Sc2nc3ccccc3c(=O)n2CCCN2CCOCC2)cc1 (stereo not given)
→ 9	-1	95	95	23	2	-4	-8	4
Cc1ccc2cc(NC(=O)c3ccccc3C)ccc2n1
→ -6	3	105	104	24	3	0	-11	15
CC(Oc1ccc(Br)cc1Br)C(=O)NC1CCCC1 (stereo not given)
→ -5	-14	60	66	-4	.	6	-20	-3
CN(C)c1ccc(/C=C2\CCCCC2=O)cc1
→ 4	1	95	87	42	4	5	6	-19
COC(=O)c1nnn(Cc2ccccc2)c1N
→ -11	3	103	104	31	9	9	-5	20
CC1=CN2CC(O)CN=C2C=C1 (stereo not given)
→ 3	9	108	107	4	5	2	-3	4
CN(c1ccccc1)S(=O)(=O)c1ccc(C(=O)Nc2nccs2)cc1
→ -10	8	108	102	-11	0	-5	5	22
CCN(C(=O)Cn1c(=O)oc2ccccc21)c1cccc(C(F)(F)F)c1
→ -2	2	105	102	8	4	9	6	19

This is a subset, so the mix of outcomes need not match the whole.
